Compound activity: PubChem BioAssay, National Center for Advancing Translational Sciences (NCATS)
KB-3-1 tox – KB-3-1 parental cell cytotoxicity; KB-3-1 viability, CellTiter-Glo ATP luminescence, 72 h; Potency, µM (titrated, usually from 46.1 µM), for the others: at the highest dose activity change, negative = cytotoxic, usual class: cytotoxic; 1.4% of 400,000 active; AID 1347075; note: potency is the fitted concentration of half-maximal effect; % is set by controls: 0 for no effect and ±100 for the full control effect; nearly all actives have a fitted effect of over 60% in size
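Cells are dispensed, compounds pinned in, plates held at 37 °C for 72 h, then CellTiter-Glo is added and luminescence read after 10 minutes. Cell line: parental KB-3-1 in phenol-red-free DMEM, 10% FBS.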
HT1080 IDH1KD tx – HT-1080 IDH1 knockdown cell toxicity (counter line). HT-1080 IDH1 knockdown viability, ATP luminescence, 48 h. Potency, µM (highest dose often 46.1 µM), inactives show top-dose activity, negative = toxicity, most hits filed as cytotoxic. 2% of 360,000 active;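 note: potency is the fitted concentration of half-maximal effect; 0% = DMSO wells and -100% = cell-free medium wells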
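Viability of IDH1-knockdown HT-1080 fibrosarcoma cells was assessed by CellTiter-Glo after 48 h at 37 °C with titrated compound; concentration-effect curves were classified by fit quality and response size.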
D3 ag – D3 dopamine receptor (human) agonism. D3R DiscoveRx beta-arrestin cells, luminescence, 90 min. 0.58% of 410,000 active. max activation, %. P35462; in the data active = max activation above about 30%; note: 0% is about no effect; mostly tested at two doses, the higher about 12 µM
Target sequence (P35462 whole entry, looked up): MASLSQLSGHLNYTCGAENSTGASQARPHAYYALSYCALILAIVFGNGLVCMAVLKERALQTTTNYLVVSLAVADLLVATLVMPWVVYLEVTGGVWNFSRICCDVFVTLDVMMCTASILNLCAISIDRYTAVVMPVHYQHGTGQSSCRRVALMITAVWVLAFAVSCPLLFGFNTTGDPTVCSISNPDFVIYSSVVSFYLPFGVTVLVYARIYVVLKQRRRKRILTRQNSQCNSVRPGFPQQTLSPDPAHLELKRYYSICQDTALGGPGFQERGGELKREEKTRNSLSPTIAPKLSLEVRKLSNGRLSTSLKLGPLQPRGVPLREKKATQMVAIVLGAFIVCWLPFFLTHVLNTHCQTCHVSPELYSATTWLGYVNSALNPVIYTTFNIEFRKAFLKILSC
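Agonist-mode cell screen: cells plated at 1500/well and incubated overnight at 37 °C, then exposed to library compounds for 90 min at 37 °C. Detection reagent was added for 30–60 min at room temperature, and luminescence was read.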
GLP1R cytotox – cytotoxicity counter-screen for GLP-1 receptor inverse agonists | Potency, µM (top dose mostly 38.3 µM), for inactives: at the highest dose activity change, negative = inhibition, hits mostly inhibitors | HEK293 cAMP-luciferase reporter cells, luminescence, 24 h | AID 624418 | 0.13% of 410,000 active;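 note: loss of luciferase light is scored as toxicity; potency is the fitted concentration of half-maximal effect; % is set by controls: 0 for no effect and ±100 for the full control effect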
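1536-well qHTS counterscreen of the MLSMR; 200 cells/uL, 12 h pre-incubation, 23 nL cpd, 24 h at 37 deg C 5% CO2, luciferase detection reagent, 12 min RT, luminescence. Inhibition = undesired.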
SW480 rereplic – DNA re-replication induction in SW480 cells; SW480 DNA re-replication, Hoechst DNA content imaging, 48 h; Potency, µM (highest dose often 46.1 µM), for the others: at the top dose re-replication activation, usual class: activators; 1.8% of 340,000 active; note: potency is the fitted concentration of half-maximal effect; % of control where 0% means no effect; nearly all actives have a fitted effect of over 55% in size
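DNA re-replication was detected as more nuclei of elevated Hoechst intensity after 48 hr exposure to compound (23 nL pinned per well of 250 cells).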
MCF10A rerep – induces DNA re-replication in MCF 10a normal breast cells; MCF 10A DNA re-replication, Hoechst nuclear intensity, 48 h; Potency, µM (top dose mostly 46.1 µM), inactives show at the highest dose activity, positive = re-replication, hits mostly activators; 2.9% of 350,000 active; note: potency is the fitted concentration of half-maximal effect; % of control where 0% means no effect; nearly all actives have a fitted effect of over 50% in size
KB-V1 MDR tox – kills drug-selected multidrug resistant KB-V1 cells. KB-V1 MDR cells viability, CellTiter-Glo, 72 h. Potency, µM (series often up to 46.1 µM), for inactives: at the top dose activity change, negative = cytotoxicity, most hits filed as cytotoxic. 3.4% of 400,000 active. AID 1347076; note: potency is the fitted concentration of half-maximal effect; % is set by controls: 0 for no effect and ±100 for the full control effect; nearly all actives have a fitted effect of over 60% in size
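qHTS viability screen in drug-selected KB-V1 MDR cells: 72 h compound treatment at 37 degrees C, ATP luminescence end point.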
IL1B secr inh – inhibitors of inflammasome signaling (IL-1 beta secretion); 4.7% of 360,000 active; activity change, % at 57.5 µM; AID 743279; THP-1 LPS/ATP IL-1B secretion, AlphaLISA, 16 h; hits give low values; in the data active = activity change below about -50%; inconclusive = mostly about -30% to -49%; note: % is set by controls: 0 for no effect and ±100 for the full control effect
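THP-1 cells pretreated 1 hr with compounds (up to 57.5 uM final), then stimulated with LPS (250 ng/mL final) plus ATP (1.25 mM final); secreted IL-1B measured by AlphaLISA after 16 hr, decreased signal indicating inhibition.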
HT1080-NT tox – kills 2HG-producing HT-1080-NT fibrosarcoma cells. HT-1080-NT fibrosarcoma viability, CellTiter-Glo ATP luminescence, 48 h. Potency, µM (titrated, usually from 46.1 µM), inactives show at the top dose activity, negative = less viability, actives largely listed as cytotoxic. 1.6% of 360,000 active. AID 686970;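 note: NT is the 2HG producing partner of a matched IDH1 knockdown line; potency is the fitted concentration of half-maximal effect; 0% = DMSO-treated cells and -100% = media-only wells without cells; nearly all actives have a fitted effect of over 55% in size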
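Luminescent CellTiter-Glo readout after 48 hours of compound exposure at 37 degrees C defined viability of HT-1080-NT cells. Activity was normalized to DMSO wells and cell-free media wells; concentration-response curves were fitted and assigned curve classes.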
Active calls of the source: *; i = inactive; ? = inconclusive; . = not tested or not shown; [ ] = another dose, or the depositor's remark. Unless noted, calls come from the whole dose curve; as a rule, active = well fitted curve in the direction sought with a large enough effect; inconclusive = small, poorly fitted or top-dose-only effect, or another doubt; inactive = no such curve, though single readings can be large; an effect the other way counts as inactive or inconclusive.

Values run as follows: HT1080-NT tox, KB-V1 MDR tox, KB-3-1 tox, IL1B secr inh, HT1080 IDH1KD tx, GLP1R cytotox, MCF10A rerep, D3 ag, SW480 rereplic
COc1ccc(-c2csc(NC(=O)C3CCN(C(=O)c4ccc(F)cc4)CC3)n2)cc1OC
    -6%, -1%, -2%, 0, -2%, -32%, 8%, 6, 13%
CCc1nc2nc(C)cc(Nc3cccc(C)c3C)n2n1
    ., -3%, -7%, ., ., 3%, ., -6, .
O=C(COC(=O)CNC(=O)c1ccccc1)Nc1ccc(F)c([N+](=O)[O-])c1
    -19%, -12%, -7%, -29, -1%, -10%, 1%, -7, -12%
Cc1ccc(-c2nc3n(n2)C(=O)CC(c2ccc(C)cc2)S3)cc1 (stereo unspecified)
    ., -4%, 0%, ., ., 1%, ., -11, .
NC(=O)C1(Nc2ccc(-c3ccc(Br)cc3)cc2)CCCC1
    -2%, -8%, -4%, 5, -27%, -9%, ?, 8, 12%
COCCNC(=O)C1(C)Cc2c(-c3cccc(C(F)(F)F)c3)ccnc2O1 (stereo unspecified)
    ?, 0%, ?, 74, 21µM*, -20%, ., -17, .
Cc1ccc(C(=O)OCC(=O)Nc2cc(S(C)(=O)=O)ccc2Cl)cc1S(=O)(=O)N1CCCCC1
    5%, 27%, -7%, 0, 13%, -4%, -1%, -4, -3%
COc1ccc(C(CC(=O)O)NC(C)=O)cc1OC (stereo unspecified)
    2%, 28%, 9%, -13, 9%, 68%[activator], 10%, 2, -2%
CCOC(=O)c1cnc2ccc(C(=O)OC)cc2c1Nc1ccc(OCc2ccccc2Cl)cc1
    ., -47%, -4%, ., ., -2%, ., -7, .
CCOC(=O)C1(C)CCCN1C(=O)c1ccc(OC)c(OC)c1 (stereo unspecified)
    15%, 5%, 0%, 26, 4%, 7%, ., 2, .
N#C/C(=C\c1cccs1)C(=O)NCc1ccco1
    ?, 0%, 0%, -8, 5%, 13%, 2%, -15, -1%
COc1ccc(-c2[nH]ncc2CN(CCO)Cc2cccs2)c(F)c1
    -11%, -23%, -18%, 0, -17%, -13%, -2%, 8, 0%
CCC(C)(C)n1nnnc1C(c1ccc2ncccc2c1)N1CCN2CCCC2C1 (stereo unspecified)
    13%, 8%, 8%, -2, -5%, -22%, -10%, -6, -2%
CCO[C@@H]1OC(C(=O)N2CCN(Cc3ccccc3)CC2)=C[C@H](c2coc3ccccc3c2=O)[C@H]1CCCO
    -3%, -3%, -1%, 2, -5%, -23%, ?, -23, -6%
COc1cccc(NC(=O)COC(=O)Cc2ccc(Cl)cc2)c1
    -1%, 7%, -10%, -4, -5%, -26%, -1%, 3, -3%
Cn1c(=O)cc(OCCCC(=O)Nc2ccccn2)c2ccccc21
    -17%, ?, -8%, 10, -1%, -19%, 838%[0.0737 µM], 1, 1%
O=C(NCCNC(=O)c1ccccc1Br)c1cccnc1
    -1%, 3%, -3%, i, 4%, 5%, -26%, -1, ?
CCC(C)NC(=O)c1ccc(CS(=O)(=O)c2ccc(OC)cc2)o1 (stereo unspecified)
    -11%, -10%, -13%, -8, -1%, -2%, -1%, -9, -5%
Cc1c(Cl)c(C(F)(F)F)nn1CC(=O)NN
    5%, 2%, 5%, 12, 5%, 7%, 4%, 6, -22%
CC(C)N(C(=S)Nc1cccc(C(F)(F)F)c1)C(C)c1ccccn1 (stereo unspecified)
    -4%, -28%, -21%, -91*, -5%, 1%, 20%, 1, -4%

Next section (2 carried over from the part before).
Values run as follows: HT1080-NT tox, KB-V1 MDR tox, KB-3-1 tox, IL1B secr inh, HT1080 IDH1KD tx, GLP1R cytotox, MCF10A rerep, D3 ag, SW480 rereplic
Cc1c(Cl)c(C(F)(F)F)nn1CC(=O)NN
    5%, 2%, 5%, 12, 5%, 7%, 4%, 6, -22%
CC(C)N(C(=S)Nc1cccc(C(F)(F)F)c1)C(C)c1ccccn1 (stereo unspecified)
    -4%, -28%, -21%, -91*, -5%, 1%, 20%, 1, -4%
O=S(=O)(c1ccc2c(c1)OCCO2)N1CCc2ccccc21
    -20%, 0%, -10%, 37, -1%, -11%, 1%, -7, -1%
Cc1sc(N)nc1-c1ccc2c(c1)OCCO2
    1%, 10%, 10%, -7, 5%, -11%, 1%, 0, -8%
COc1ccc(NC(=O)CN(C)CC(=O)c2[nH]c(C)c(C(C)=O)c2C)cc1
    7%, -3%, 4%, 11, -12%, 4%, -3%, -4, 2%
COc1ccc(C(=O)Nc2nc3ccc(S(C)(=O)=O)cc3s2)cc1
    -2%, 2%, 9%, 11, -14%, -3%, ?, 2, 12%
COC(=O)c1c(NC(NC(=O)C(C)(C)C)C(Cl)(Cl)Cl)sc2c1CCC2 (stereo unspecified)
    ?, 2%, -8%, 44, ?, -3%, ?, -5, ?
Cc1cccc(C(=O)Nc2nsc(N)n2)c1
    9%, 6%, 15%, 55, 0%, -24%, 5%, 4, -2%
Cc1ccc(NC(=O)c2cc(N3C(=O)CCC3=O)ccc2N2CCOCC2)cc1
    2%, -1%, 17%, 25, 22%, 14%, -2%, -8, -1%
COc1ccc(Cl)cc1NC(=O)CN(C)C(=O)CN1C(=O)NC2(CCCC2)C1=O
    1%, -15%, -7%, 0, -3%, 7%, 0%, -1, 0%
Cc1c(N2C(=O)/C(=C/c3cccc4ccccc34)SC2=S)c(=O)n(-c2ccccc2)n1C
    -20%, 10%, -9%, -80*, -2%[9.24 µM], 17%, -2%, 5, 1%
O=c1[nH][nH]c(C(F)(F)F)c1/C=N/N1CCOCC1
    -4%, 1%, -18%, -15, -6%, 7%, -1%, -3, -5%
COc1ccccc1OCC(=O)NCCSCc1ccc(Cl)cc1
    11%, 0%, 2%, ?, 13%, 11%, 0%, 2, -9%
CCOC(=O)N1CCC(N2Cc3cccc(C(=O)Nc4ccc(N(CC)CC)cc4C)c3C2=O)CC1
    -9%, ?, ?, -6, -4%, -15%, 0%, -1, -11%
COc1ccc(C(=O)NNC(=O)CSc2nnc(C3CC3)n2C)cc1
    18%, 1%, 6%, 1, 10%, 5%, -2%, 5, -14%
CNc1cc([N+](=O)[O-])ccc1OCc1ccccc1
    10%, -16%, -9%, 5, 4%, 2%, 11%, -9, -5%
COc1cc(NCCCn2cnc(C(=O)Nc3ccc(C)c(C)c3)n2)cc(OC)c1OC
    3%, 0%, 0%, -18, -1%, 0%, 8%, 12, -2%
Fc1ccc(Oc2ccnc(Cl)n2)c(Cl)c1
    2%, 21%, 5%, 37, 6%, -3%, 6%, 1, 9%
Cc1cccc(-n2c(=O)c3c(c4cc(C)ccc4n3C)n(C)c2=O)c1
    ., -4%, 3%, ., ., 1%, ., -2, .
Cc1nn(C(=O)Cn2ccc([N+](=O)[O-])n2)c(C)c1Cl
    20%, ?, -1%, 24, 14%, 8%, -7%, -7, -3%
COC(=O)c1ccc(C)c(NC(=O)CN2C(=O)c3ccccc3S2(=O)=O)c1
    -4%, 14%, 8%, 0, 2%, 4%, -5%, -7, 2%
O=C(CN1c2ccccc2S(=O)(=O)c2ccccc21)NCc1ccc(F)cc1
    3%, 6%, 1%, 0, 3%, 0%, ?, 10, -3%
CCOC(=O)C1CCCN(C(=S)Nc2ccc(F)cc2)C1 (stereo unspecified)
    18%, ?, -14%, -4, 10%, 2%, -51%[inhibitor], 2, -27%
Cc1cc(C)c(S(=O)(=O)/N=C2\C=CC(=O)C(Cl)=C2)c(C)c1
    -30%, 11%, 0%, 32, -17%, -8%, 13µM*, -3, 3%
Cc1ccc(C)c(-n2c(SCC(=O)N3CCC(C(=O)O)CC3)nnc2-c2cccc(Cl)c2)c1
    1%, -11%, 5%, -3, 2%, 2%, 3%, 1, 4%
COCCNC(=O)c1cc(S(=O)(=O)N2CCCCC2)ccc1N1CCOCC1
    -2%, -3%, 0%, -8, -2%, 2%, -6%, -4, -1%
O=C(O)/C=C/C(=O)NCCCc1ccccc1
    0%, 11%, 0%, -4, 11%, 3%, 0%, -1, -49%[inhibitor]
O=C(COC(=O)/C=C/c1cccc(C(F)(F)F)c1)NC(c1ccccc1)c1ccccc1
    -1%, -2%, ?, 5, 2%, -5%[1.53 µM], -3%, 3, 5%
CCOC(=O)C1CCN(S(=O)(=O)c2ccc(OC)c(C(=O)N3CCCCCC3)c2)CC1
    0%, -13%, -1%, 7, -1%, -5%, ?, 6, 12%
CC(=O)Oc1ccc2occ(-c3ccccc3)c2c1
    -3%, -12%, 2%, 12, -9%, -1%, 0%, -4, 5%
COc1ccc(OC)c(NC(=O)CSc2nnc(Cc3cccn3C)n2CCc2ccccc2)c1
    -8%, 7.3µM*, 3%, -11, -11%, 0%, -4%, -4, 14%
CNc1nc(NC)c2cn[nH]c2n1
    16%, 1%, 3%, 10, 27%, -10%, 0%, -2, 1%
CCCC(c1nnnn1CCOC)N1CCN(Cc2ccccc2)CC1 (stereo unspecified)
    -1%, 2%, 11%, 5, -17%, 10%, -26%, -21, 8%
S=C(NCCc1ccccc1)Nc1cccc2cnccc12
    -17%, 8.2µM*, 4.1µM*, 55, -1%, 6%, 18%, 3, -2%
O=C(Nc1cccc(-c2cn3cccnc3n2)c1)c1cccs1
    23%, 2%, 16%, -24, 19%, -14%, -9%, 3, -7%
OCCC1CN(Cc2cnc(N3CCCC3)s2)CCN1C1CCCC1 (stereo unspecified)
    5%, 9%, -4%, 8, -3%, -16%, 14%, 4, -5%
Cc1ccc2c(cnn2C(=O)CCC(=O)NCc2cccc(Br)c2)c1
    -6%, 10%, 11%, 2, 15%, -21%, 0%, 0, -12%
Cc1ccccc1NS(=O)(=O)c1cc(C(=O)N2CCCC2)ccc1Cl
    -3%, -7%, 3%, -11, 11%, 9%, -5%, -4, -4%
COc1cc(NC(=O)N[C@@H](Cc2c[nH]c3ccccc23)C(=O)O)c(C(=O)O)cc1OC
    14%, 1%, 0%, 15, 26%, 8%, 0%, -3, 1%
COc1ccc(C(=O)C2CCCN(S(=O)(=O)c3ccccc3F)C2)c(C)c1 (stereo unspecified)
    -5%, 0%, ?, 11, -20%, 8%, 3%, 1, ?
